Source: PubChem (National Center for Advancing Translational Sciences (NCATS))
Akt phos inh: Akt phosphorylation inhibition; hit rate 0.32% among 360,000; Neuro2A IGF-stimulated pAkt S473 HTRF, 20 min; hits give low values; activity change, % for hits at 50 µM; in the data active = activity change below about -80%; inconclusive = mostly about -51% to -80%; note: % is set by controls: 0 for no effect and ±100 for the full control effect
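Single-point screen (50 µM final compound) in Neuro2A cells stimulated 20 min with 6 nM IGF at 37 deg C. After lysis, Ser473-phosphorylated Akt read by HTRF (ex 330 nm, em 615/665 nm) as the 665/615 ratio.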
PTHR1 agonist: agonists of human PTHR1 parathyroid hormone receptor. Q03431. HEK293 GP2 PTHR1 cells, GloSensor cAMP luminescence, 1 h. Potency, µM (series often up to 115 µM), for the others: at the highest dose activation, most hits filed as activators. hit rate 0.075% among 410,000. AID 743266; note: potency is the fitted concentration of half-maximal effect; nearly all actives have a fitted effect of over 55% in size; some results filed as inactive show a strong effect at the top dose; inactives centre near -15; many of its hits are not listed in these tables
Target sequence (Q03431 whole entry, looked up): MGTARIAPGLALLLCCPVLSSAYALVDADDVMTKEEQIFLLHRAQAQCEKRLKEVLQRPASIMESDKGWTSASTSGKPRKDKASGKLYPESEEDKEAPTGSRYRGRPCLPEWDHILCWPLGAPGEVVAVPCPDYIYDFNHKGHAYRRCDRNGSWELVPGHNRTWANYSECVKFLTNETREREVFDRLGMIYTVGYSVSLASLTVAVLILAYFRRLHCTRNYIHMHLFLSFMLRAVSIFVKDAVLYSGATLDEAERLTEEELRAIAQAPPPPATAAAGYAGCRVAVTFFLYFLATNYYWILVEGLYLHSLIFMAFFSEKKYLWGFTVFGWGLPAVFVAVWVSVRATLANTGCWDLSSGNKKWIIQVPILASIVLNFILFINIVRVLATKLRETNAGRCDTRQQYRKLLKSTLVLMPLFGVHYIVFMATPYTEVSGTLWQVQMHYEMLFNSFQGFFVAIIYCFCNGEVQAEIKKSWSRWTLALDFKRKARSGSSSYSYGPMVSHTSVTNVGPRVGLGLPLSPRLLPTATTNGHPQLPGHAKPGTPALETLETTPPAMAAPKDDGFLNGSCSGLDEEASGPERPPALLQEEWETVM
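HEK-293-derived GP2 cells expressing PTHR1 and a GloSensor cAMP reporter, 3,000/well, plated overnight, given luciferin plus IBMX (each 0.5 mM as added) for 1 h at 37 °C, then compound for 1 h at 37 °C. Luminescence was read after 15 min at room temperature.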
FUS suppressor: rescues growth of FUS-expressing yeast. AID 1347120. S. cerevisiae FUS-expressing, growth rescue, OD600, 24 h. hit rate 0.24% among 390,000. Potency, µM (highest dose often 76.6 µM), for inactives: top-dose growth rescue (activation), hits mostly activators;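 note: potency is the fitted concentration of half-maximal effect; plate controls were DMSO vehicle for no effect and reference control for full effect; nearly all actives have a fitted effect of over 55% in size; some results filed as inactive show a strong effect at the top dose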
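Steps: raffinose overnight preculture; dilution to OD 0.005 in 2% galactose minimal medium; compound addition (concentration series); 24hr at 30C, 99% humidity; absorbance read at 600 nm.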
GLP1R ag: GLP-1 receptor (human) agonism; Potency, µM (titrated, usually from 45.6 µM), for the others: top-dose activation, most hits filed as activators; HEK293 GLP-1R CRE-luciferase, luminescence, 4-6 h; cells express a hypersensitive GLP-1R form; hit rate 0.007% among 380,000; P43220; note: potency is the fitted concentration of half-maximal effect; % of control where 0% means no effect
Target sequence (P43220 whole entry, looked up): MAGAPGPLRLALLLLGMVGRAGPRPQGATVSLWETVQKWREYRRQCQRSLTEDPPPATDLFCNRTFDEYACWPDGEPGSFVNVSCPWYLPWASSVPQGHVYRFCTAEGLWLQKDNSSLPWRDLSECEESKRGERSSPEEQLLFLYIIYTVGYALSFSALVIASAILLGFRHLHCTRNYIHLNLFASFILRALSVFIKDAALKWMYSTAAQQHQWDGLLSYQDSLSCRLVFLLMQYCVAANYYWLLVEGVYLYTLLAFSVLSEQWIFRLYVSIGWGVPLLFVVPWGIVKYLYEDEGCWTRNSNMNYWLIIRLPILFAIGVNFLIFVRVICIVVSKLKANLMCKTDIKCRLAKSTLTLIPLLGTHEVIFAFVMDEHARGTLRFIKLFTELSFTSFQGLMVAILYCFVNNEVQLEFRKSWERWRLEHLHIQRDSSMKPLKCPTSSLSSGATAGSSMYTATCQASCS
aSyn rescue: inhibitors of alpha-synuclein toxicity in yeast; Yeast expressing alpha-synuclein, growth rescue, BacTiter-Glo, 24 h; Potency, µM (series often up to 46.1 µM), for the others: at the top dose growth rescue (activation), usual class: activators; hit rate 0.14% among 370,000; note: potency is the fitted concentration of half-maximal effect; % of control where 0% means no effect; nearly all actives have a fitted effect of over 65% in size
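Screening used galactose-induced yeast with toxic alpha-synuclein levels, exposed to compound for 24 hr at 30 deg C. Cell growth, read with BacTiter-Glo luminescence, gave the measured signal.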
TDP43 rescue: TDP-43 toxicity inhibition in yeast; TDP-43 expressing yeast growth rescue, BacTiter-Glo, 24 h; Potency, µM (top dose mostly 46.1 µM), for the others: at the highest dose growth rescue (activation), usual class: activators; hit rate 1.8% among 410,000; note: potency is the fitted concentration of half-maximal effect; % of control where 0% means no effect; nearly all actives have a fitted effect of over 50% in size
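Galactose-induced TDP-43 yeast, OD600=0.02, compound pinned; 24 hr, 30 deg C; BacTiter-Glo luminescence for growth. Inhibitors of TDP-43 toxicity read as activators.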
GLP1R inv ag: acts as inverse agonist at human GLP-1 receptor | Potency, µM (doses to about 38.3 µM), for inactives: top-dose activity change, negative = inhibition, most hits filed as inhibitors | hit rate 1.6% among 410,000 | AID 624417 | P43220 | HEK293 GLP-1R CRE-luciferase, luminescence, 24 h; GLP-1R form is constitutively active; note: potency is the fitted concentration of half-maximal effect; % is set by controls: 0 for no effect and ±100 for the full control effect; nearly all actives have a fitted effect of over 55% in size
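Constitutively active GLP-1R drives a cAMP-responsive luciferase in stably transfected HEK293 cells; test compounds are added after overnight (12 h) attachment and left 24 hr, and signal loss in luminescence marks inhibition.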
DRD3 antagonist: antagonists of human D3 dopamine receptor; P35462; D3R cells, DiscoveRx beta-arrestin luminescence, antagonist mode; hits give low values; max response, negative = inhibition, %; hit rate 2.5% among 360,000; AID 652054; in the data active = max response below about -50%; inconclusive = no clear call, values can overlap the other calls; note: % is set by controls: 0 for no effect and ±100 for the full control effect; mostly tested at two doses, the higher about 12 µM
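Cells expressing the human receptor were seeded at 1500 cells/well, incubated overnight at 37 degrees C in 5% CO2, then exposed to library compounds with dopamine controls for 90 minutes at 37 degrees C before luminescent detection.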
Abeta yeast res: compounds reversing amyloid beta toxicity in yeast | yeast expressing A-beta42, growth rescue, OD600, 48 h; response scale: 0% DMSO, 100% iron-clioquinol control | Potency, µM (top dose mostly 46.1 µM), for inactives: at the highest dose growth rescue, hits mostly activators | hit rate 0.063% among 410,000; note: potency is the fitted concentration of half-maximal effect; nearly all actives have a fitted effect of over 55% in size
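Yeast growth medium received pinned compounds, then yeast cells expressing toxic A-beta were added; plates incubated at 30 C for 48 hr. Growth read as absorbance at 600 nm, normalized to DMSO and equimolar FeCl3 plus clioquinol controls.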
Starred values were filed as active, the others as inactive; i = inactive; u = inconclusive; x = not tested or not shown; [ ] = another dose, or the depositor's remark. Unless noted, calls come from the whole dose curve; as a rule, active = well fitted curve in the direction sought with a large enough effect; inconclusive = small, poorly fitted or top-dose-only effect, or another doubt; inactive = no such curve, though single readings can be large; an effect the other way counts as inactive or inconclusive. This is a subset. The share of hits here may be higher or lower than overall.

SMILES	Akt phos inh	PTHR1 agonist	FUS suppressor	GLP1R ag	aSyn rescue	TDP43 rescue	GLP1R inv ag	DRD3 antagonist	Abeta yeast res
COc1ccc(-c2nc(NC(=O)CSc3nnc(C)s3)ns2)cc1	i	-7%[57.5 µM]	32%	-10%	3%	-3%	-2%	6	16%
COCCNC(=O)C(c1ccc(F)cc1)N(Cc1cccs1)C(=O)CCC(=O)Nc1ccccn1 (stereo unspecified)	i	i	12%	8%	6%	4%	-27%	0	-4%
CC(=O)Nc1ccc(CCCCc2ccc(NC(C)=O)cc2)cc1	i	-5%	7%	7%	2%	1%	56%	11	5%
COc1ccccc1-n1cnc(N)c1C(C)=O	i	-7%[57.5 µM]	2%	-14%	0%	-7%	-23%	-12	-9%
COc1ccccc1OCCNC(=O)CNC(=O)c1ccc(C(C)(C)C)cc1	i	i	-12%	-2%	13%	-27%	u	u	24%
CCn1c(SCC(=O)NCc2ccccc2)nnc1-c1c[nH]c2ccccc12	i	i	19%	-5%	2%	-8%	0%	-20	6%
COC(=O)c1sc(N/N=C/c2ccc(C(C)C)cc2)nc1C	i	i	2%	6%	1%	0%	11%	16	-5%
COc1cc2ccccc2cc1C(=O)N(CCN(C)C)c1nc2c(F)cc(F)cc2s1	i	i	35%	0%	11%	-22%	u	-20	-9%
CC#CC(=O)N1CCCC(Cc2cccc(OC)c2)(C(=O)OCC)C1 (stereo unspecified)	i	-16%	3%	-3%	0%	6%	-16%	-9	2%
CC(C)(C)S(=O)(=O)c1cnc2c(S(=O)(=O)c3ccccc3)cnn2c1N	i	i	-2%	0%	-13%	-10%	7%	-5	6%
CCOC(=O)CCn1c(=S)n(CCC(=O)OCC)c2ccccc21	i	-15%	13%	0%	-1%	5%	-19%	-4	11%
Cc1ccnc(NC(=O)C2CCN(S(=O)(=O)c3c(C)c(C)cc(C)c3C)CC2)c1	i	-24%	35%	8%	18%	11%	u	14	u
Cc1cccc2c(=O)c(C(=O)NCc3cccs3)c[nH]c12	i	i	14%	-2%	3%	0%	12%	-11	2%
COc1ccc(Br)cc1C(=O)NCc1cccnc1	i	i	22%	1%	-14%	0%	-1%	1	10%
Cc1ccc(-c2nnn(CC(=O)NCCC3=CCCCC3)n2)cc1	i	-20%[57.5 µM]	15%	3%	-6%	3%	10%	5	1%
Oc1c(C(c2cccc(F)c2)N2CCN(Cc3ccccc3)CC2)sc2ncnn12 (stereo unspecified)	i	-13%	-5%	-7%	-4%	-4%	-6%	u	3%
Cc1ccc(OC(C)C(=O)Nc2ccc(F)cc2)c([N+](=O)[O-])n1 (stereo unspecified)	i	-2%	x	-1%	10%	11%	39%[activator]	32	-6%
Cc1ccccc1/C=N/Nc1ccc(Cl)nn1	i	-19%	0%	-4%	1%	-5%	10%	25	-5%
CN1CCN(C(=O)C(=O)Nc2c3c(nn2-c2ccc(Cl)cc2)CSC3)CC1	x	i	10%	x	x	13%	10%	x	-8%
COc1ccc(S(=O)(=O)N2CCOC2CNC(=O)C(=O)NCc2ccco2)cc1OC (stereo unspecified)	i	i	22%	4%	20%	5%	75%[activator]	22	0%
COc1ccc(CCNC(=O)CNS(=O)(=O)c2ccc(Cl)cc2)cc1	i	-16%	2%	3%	6%	-17%	-9%	-5	-20%
COc1ccc(NC(=O)c2ccccc2-c2ccccc2)c(C)c1	i	i	-23%	-2%	-2%	-8%	u	11	9%
CC(=O)N(O)c1ccc(C=Cc2ccccc2)cc1	i	-22%	-5%	-8%	2%	14µM*	u	-3	-36%[inhibitor]
CN(C)CCNc1oc(-c2ccccc2Cl)nc1S(=O)(=O)c1ccccc1	i	13%	-6%	2%	-6%	-4%	3.2µM*	-1	-10%
Cc1cc(C)nc(NS(=O)(=O)c2ccc(NC(=O)c3cccs3)cc2)n1	i	i	14%	0%	1%	-18%	13%	-24	4%
Cc1cccc(N2C(=O)C(CC(=O)Nc3cccc(F)c3)N(Cc3cccs3)C2=O)c1 (stereo unspecified)	x	-12%	u	x	x	0%	-30%	x	0%
COc1ccc(S(=O)(=O)N(C)CC(=O)N2CCN(C)CC2)cc1C	i	-16%	8%	-8%	-13%	13%	8%	14	-9%
CC(=O)Nc1ccc(S(=O)(=O)NCCC(=O)Nc2ccc(C)cn2)cc1	i	i	-2%	-2%	-5%	12%	3%	3	2%
CCCn1nnnc1SCC(=O)Nc1ccc(F)cc1	i	i	2%	-7%	7%	-2%	13%	14	7%
CC1CCCCC1NC(=O)CSc1nncs1 (stereo unspecified)	i	i	9%	-12%	5%	8%	0%	20	22%
Cc1ccc(NC(=O)CSc2ccc(C(N)=O)cc2[N+](=O)[O-])cc1C	i	-48%[inhibitor]	28%	12%	8%	19%	4%	-2	-23%
O=C(CCC(=O)Nc1ccc(Br)cc1)N/N=C/c1ccccc1O	i	-1%	17%	14%	0%	-10%	u	-15	8%
CC(C)(C)c1nnc(NC(=O)Cc2ccc(Br)cc2)s1	i	-23%	x	13%	-3%	3%	2%	-4	u
Cc1noc(C)c1C(=O)N1CCc2ccccc21	i	i	22%	1%	0%	-15%	1%	-5	11%
O=C(N/N=C/c1ccncc1)c1cc(-c2ccc(Br)s2)[nH]n1	i	18%	-1%	20%	-15%	-26%	26%	0	-25%
COc1ccccc1CNC(=O)c1cn(C)c2ccc(S(=O)(=O)N3CCCC3)cc2c1=O	i	-16%	-4%	0%	6%	13%	7%	2	-7%
Clc1cc(Br)ccc1OCCCNCc1ccccc1	i	-23%	3%	21%	-11%	-13%	u	-88*	3%
COc1cc(/C=C/C(=O)OCC(=O)c2c(N)n(C)c(=O)n(C)c2=O)ccc1OCC#N	i	i	32%	7%	0%	1%	17%[7.66 µM]	11	3%
CCCCNc1ccc(-c2nc(-c3ccncc3)no2)cc1[N+](=O)[O-]	x	i	-8%	x	x	13%	16%	x	-4%
Cc1ccccc1NC(=O)c1ccc(CN2CCC(Cc3ccccc3)CC2)cc1	i	-20%[57.5 µM]	9%	1%	0%	-9%	u	-64*	18%
O=c1[nH]nnc2c1cnn2-c1ccccc1	i	-8%	x	-4%	2%	27%	11%	10	0%
O=C(Nc1cccc2cccnc12)c1ccc2sc([C@@H]3O[C@H](CO)[C@H](O)[C@H](O)[C@H]3O)nc2c1	i	-25%	9%	-1%	-2%	-18%	8%	-24	-14%
CCCSc1nc2c(cnn2-c2ccccc2)c(=O)n1N	i	-24%	0%	12%	-4%	u	u	-9	-41%[inhibitor]
CCOC(=O)N1CCc2c(sc(NCc3cc(OC)ccc3OC)c2C(=O)Nc2cc(OC)ccc2OC)C1	x	i	u	x	x	13%	3%	x	13%
O=C(NCc1ccccc1)c1ccccc1CO	i	-10%	x	-19%	7%	6%	18%	-3	7%
O=C(O)CCc1ccc(-c2ccccc2)n1CC(=O)Nc1cccc(C(F)(F)F)c1	i	-12%	13%	-6%	9%	1%	-23%	13	8%
CCc1c(C)c2ccc(OCC(=O)OC)cc2oc1=O	i	-14%[57.5 µM]	26%	12%	-7%	-12%	0%	-8	-14%
COc1ccc(OC)c(-c2csc(NC(=O)c3ccc(OCC4CCCO4)cc3)n2)c1 (stereo unspecified)	i	-23%	-13%	2%	2%	10%	4%	24	2%
Cn1c(=O)c2nc(Cl)c(-c3ccccc3)nc2n(C)c1=O	i	i	x	21%	-21%	u	8%	12	-46%[inhibitor]
COc1ccc(C(=O)Nn2c(SCC(=O)c3ccccc3)nc3ccccc3c2=O)cc1	i	-32%[inhibitor]	2%	-24%	-7%	-15%	u	-23	-2%
O=C(NCc1ccc2c(c1)OCO2)c1cccc(S(=O)(=O)N2CCCC2)c1	i	-24%	x	-1%	4%	0%	-1%	30	1%
Oc1ccccc1Nc1nc(-c2ccccc2O)nc2ccccc12	i	-16%	22%	13%	3%	-14%	0%	45	4%
Cc1ccc(S(=O)(=O)/C(=C\N(C)C)c2cnc(Cl)s2)cc1	i	-13%	15%	2%	-5%	15%	0%	10	2%
CC(C)(C)C1CCc2c(sc(N)c2C(N)=O)C1 (stereo unspecified)	i	-17%	u	-1%	-7%	11%	u	2	24%
Cc1cnc2ncc3sccc3c2c1	i	-6%	15%	7%	3%	-13%[0.397 µM]	10%	12	-9%
COCCNC(=O)Cn1ncc2ccsc2c1=O	i	i	-26%	5%	-1%	0%	7%	u	-12%
Cc1nn2c(-c3ccccn3)ccnc2c1Br	i	-19%	1%	-5%	3%	30%	13%	7	-18%
Cc1ccc(C(=O)Oc2ccc(/C=N/NC(N)=O)cc2)cc1	i	-3%	-23%	7%	8%	8%	40%[activator]	18	10%
Cc1ccc([C@H]2C[C@@H](n3cc(-c4ccc(F)cc4)nn3)[C@H](O)CN2C(=O)C2CCCCC2)cc1	i	-20%	u	2%	u	19%	u	12	0%
O=C(NCC1CCCO1)c1ccccc1OCc1ccc(F)cc1 (stereo unspecified)	i	i	17%	16%	1%	14%	u	-66*	-15%
CCOC(=O)N(NC(=O)C(O)(c1ccccc1)c1ccccc1)c1ccccc1	i	i	8%	-2%	-4%	-2%	6%	-18	13%
